Compound activity: PubChem BioAssay, several laboratories
sEH inhibitor: soluble epoxide hydrolase inhibitors, primary screen, biochemical, human sEH; Bifunctional epoxide hydrolase 2 (Homo sapiens), P34913; 0.34% of 91,000 active; recombinant human sEH enzymatic activity assay; inhibition, % at 2 µM; in the data active means inhibition above about 80%; further: values of inactives mirror those of a sister screen read the other way; many of its hits are not listed in these tables
DAT uptake mod: changed hDAT dopamine uptake under cocaine IC80, either direction, primary screen, cocaine antagonist project, cell-based, LLC-PK1 hDAT, [14C]-dopamine uptake, MLSMR. Sodium-dependent dopamine transporter (Homo sapiens), Q01959. LLC-PK1 hDAT cells, [14C]-dopamine uptake with cocaine IC80; actives deviate in either direction. 1.3% of 110,000 active. B-score at 10 µM;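 active means Z score or B-score, a plate-position-corrected score, falls beyond the plate's 99.7% confidence bounds, in either direction; inactive means both scores lie inside the 99.7% bounds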;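 further: scored against the spread of the other compound wells on the same plate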
PostGolgi yeast: phenotypic screen on post-Golgi transport, primary screen | inhibition, % at 10 µM | 0.9% of 98,000 active | post-Golgi transport phenotypic cell assay | AID 739, 2007;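 further: yeast cells grown in 1536-well plates; yeast grown about 18 h at 30C before absorbance read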
PostGolgi ctrl: growth inhibition of yeast control strain, primary screen, counter-screen for post-Golgi transport modulator project; inhibition, % at 10 µM; 5% of 98,000 active; efflux-deficient yeast background strain, growth absorbance A615, 16 h
sEH activator: soluble epoxide hydrolase activators, primary screen, biochemical, human sEH | Bifunctional epoxide hydrolase 2 (Homo sapiens), P34913 | purified human sEH enzymatic activity, activator screen | activation, % at 2 µM | 0.04% of 91,000 active | AID 717, 2007; in the data active means activation above about 37%; further: values of inactives mirror those of a sister screen read the other way
S1P2 agonist: S1P2 receptor agonists, primary screen, cell-based; 0.46% of 97,000 active; activation, % at 4.5 µM; S1P2-expressing cell line, agonist reporter read-out; Sphingosine 1-phosphate receptor 2 (Homo sapiens), O95136; in the data active means activation above about 16%;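 further: 0% = vehicle low control and 100% = maximal reference agonist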
Target sequence (O95136 whole entry, looked up): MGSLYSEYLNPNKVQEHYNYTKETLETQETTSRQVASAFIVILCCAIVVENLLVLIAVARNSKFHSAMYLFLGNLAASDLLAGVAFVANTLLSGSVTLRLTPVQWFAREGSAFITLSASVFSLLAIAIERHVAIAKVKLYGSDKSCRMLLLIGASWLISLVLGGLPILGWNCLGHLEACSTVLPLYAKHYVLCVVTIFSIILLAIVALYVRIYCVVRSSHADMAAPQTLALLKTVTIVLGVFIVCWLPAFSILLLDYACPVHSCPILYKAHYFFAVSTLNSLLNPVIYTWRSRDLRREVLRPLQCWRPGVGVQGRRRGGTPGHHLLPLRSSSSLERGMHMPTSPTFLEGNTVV
CYP2C19 inh: blockers of cytochrome P450 2C19 activity – biochemical, luminescence, ADME assay, primary screen. inhibition, % at 5 µM. CYP2C19 Supersomes, luciferin-H EGE luminescence, 30 min. P33261. 21% of 96,000 active. AID 778, 2007;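 active means CYP2C19 inhibition above a set limit at 5 µM in the primary screen, cut at about 50% in these data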;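 further: plate controls were negative control wells for no effect and 2.5 mM tranylcypromine positive control for full effect; values of inactives mirror those of a sister screen read the other way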
Target sequence (P33261 whole entry, looked up): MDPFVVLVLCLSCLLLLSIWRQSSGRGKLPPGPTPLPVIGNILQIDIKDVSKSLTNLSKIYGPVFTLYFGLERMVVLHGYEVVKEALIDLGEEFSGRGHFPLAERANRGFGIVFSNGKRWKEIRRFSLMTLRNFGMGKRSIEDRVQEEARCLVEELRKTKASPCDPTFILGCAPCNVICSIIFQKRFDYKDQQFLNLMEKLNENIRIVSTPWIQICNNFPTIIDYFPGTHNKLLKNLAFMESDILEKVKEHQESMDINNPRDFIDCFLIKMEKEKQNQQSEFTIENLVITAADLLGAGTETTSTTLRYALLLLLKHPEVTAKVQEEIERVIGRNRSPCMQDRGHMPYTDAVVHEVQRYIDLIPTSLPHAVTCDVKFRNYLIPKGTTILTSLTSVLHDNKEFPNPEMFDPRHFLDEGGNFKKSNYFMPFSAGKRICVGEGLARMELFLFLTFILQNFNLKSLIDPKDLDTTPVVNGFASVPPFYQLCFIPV
CYP2C19 activ: human CYP2C19 activators, primary screen, biochemical, luminescence; Cytochrome P450 2C19 (Homo sapiens), P33261; recombinant CYP2C19, luciferin-H EGE luminescence; hits give high values; 0 = fully inhibited enzyme, 1 = untreated enzyme; activation factor at 5 µM; 96,000 tested, under 10 active; AID 1025, 2008;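 active means activation factor of at least 2 at 5 µM in the primary screen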;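 further: 0 = wells with 2.5 mM tranylcypromine and 1 = vehicle-only wells; values of inactives mirror those of a sister screen read the other way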
S1P2 antag: human S1P2 receptor antagonists, primary screen, cell-based. AID 736, 2007. inhibition, % at 5 µM. 0.21% of 97,000 active. Sphingosine 1-phosphate receptor 2 (Homo sapiens), O95136. cell-based S1P2 antagonist assay, inhibition at 5 uM; in the data active means inhibition above about 45%;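 further: CRE beta-lactamase reporter cells expressing human S1P2 stimulated with S1P; 0% = agonist at EC80 alone and 100% = agonist plus reference antagonist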
* hit, by the source's call; / = no result given. Unless noted, no stated cut-off is given here; in the data, active means inhibition above about 30%; inactive means the rest.

Each structure is followed by: sEH inhibitor	DAT uptake mod	PostGolgi yeast	PostGolgi ctrl	sEH activator	S1P2 agonist	CYP2C19 inh	CYP2C19 activ	S1P2 antag
1	CC(C)(C)n1nc(-c2ccc(F)cc2)c2c(N)ncnc21
 : 6	1.1	-16	57*	-7	-10	41	0.6	17
2	CN1CCN(S(=O)(=O)c2ccc(NC(=O)Nc3cccc(Cl)c3)cc2)CC1
 : 76	0.005	-2	1	-76	4	4	1	1
3	CN(c1ccc(C(=O)NCc2ccccc2)cc1)S(C)(=O)=O
 : 3	-0.67	-7	5	2	-4	4	1	-10
4	O=C1c2cnc3nc(SCc4cccc(Cl)c4)nn3c2CC2c3ccccc3CCN12 (centres undefined)
 : -20	0.12	16	42*	17	3	-8	1.1	-9
5	O=C(Nc1ccn(C2CC(OC(=O)c3ccccc3)C(CO)O2)c(=O)n1)c1ccccc1 (centres undefined)
 : -2	0.29	4	-4	5	-8	-8	1.1	7
6	CC(=O)N1CCN=C1SCc1cccc(C(F)(F)F)c1
 : 3	0.42	1	5	-4	-4	42	0.6	4
7	O=C1C=C(c2ccccc2)OC2(CCCC2)O1
 : -4	0.29	6	10	6	-7	63*	0.4	-3
8	c1ccc(-c2csc3ncn4nnnc4c23)cc1
 : 0	0.8	-6	-3	2	-3	12	0.9	1
9	CCN(CC)S(=O)(=O)c1ccc(Cl)c(C(=O)NC)c1
 : 8	-1.1	23	-1	-4	-3	-7	1.1	-2
10	CCn1c(SC/C=C/c2ccccc2)nnc1-c1cnccn1
 : 9	-0.17	-5	22	-11	-4	31	0.7	15
11	Oc1csc(Cc2nc(-c3ccc(-c4ccccc4)cc3)cs2)n1
 : -11	-1.1	2	0	12	0	5	1	6
12	CC1CCN(S(=O)(=O)c2ccc3ccccc3c2)CC1
 : -1	-0.11	5	34*	2	0	83*	0.2	-15
13	COc1ccc(C(=O)COC(=O)c2ccc(NC(=O)c3ccccc3)cc2)cc1
 : -1	-0.004	21	1	4	-4	6	0.9	14
14	N#Cc1nc(-c2ccco2)oc1N1CCC(C(N)=O)CC1
 : 3	0.46	22	4	0	-2	8	0.9	16
15	CC1(C)CC(=NO)CC(C)(C)N1
 : 6	0.016	14	4	-7	-4	8	0.9	16
16	CCCC1O[C@@H]2CC3C4CCC5=CC(=O)C=C[C@]5(C)C4C(OC(C)=O)C[C@]3(C)[C@]2(C(=O)COC(C)=O)O1 (some centres undefined)
 : -11	0.83	3	8	15	-6	/	/	-10
17	CCN(CC(=O)NC(C)C)C(=O)C(CCSC)NC(=O)c1cccc(C)c1 (centres undefined)
 : 6	0.41	1	5	-8	-2	34	0.7	-12
18	Cc1cc(CC(C)C)n(-c2nc3ccccc3c(=O)n2OCC(=O)N(C)C)n1
 : 3	0.68	4	0	-3	-5	25	0.8	-3
19	CCN(CC)S(=O)(=O)c1cccc(-c2nnc(SCc3nnc(-c4ccccc4)o3)n2C)c1
 : -6	-0.76	4	-4	8	-5	88*	0.1	14
20	COC(=O)c1c(NC(=O)c2ccoc2C)sc2c1CCC2
 : -9	-0.6	8	8	13	-4	7	0.9	-9
21	Cc1cc2c(c(=O)n1CCCn1ccnc1)C(c1ccco1)C(C#N)=C(N)O2 (centres undefined)
 : 1	-0.34	3	12	0	-3	76*	0.2	9
22	N#Cc1nc(-c2ccc(OCc3ccccc3)cc2)oc1N1CCOCC1
 : 2	-0.011	5	6	1	-3	40	0.6	-9
23	CC(=O)C1=C(NC(=O)c2ccccc2F)C[C@@H]2[C@H]1C2(C)C
 : 9	-0.00021	1	6	-8	-4	19	0.8	3
24	Cc1ccc(N2C(=O)Nc3ccc(Br)cc3C2(O)C(=O)NCCCN(C)C)cc1C (centres undefined)
 : /	-0.25	7	11	/	/	13	0.9	/
25	N#CCCN1CCN(C(=S)c2ccc(-c3cccc(Cl)c3)o2)CC1
 : /	2.4*	-4	17	/	-4	93*	0.1	-13
26	CC(C)c1ccc(C(=O)CSc2n[nH]c(-c3ccncc3)n2)cc1
 : 0	-0.29	95*	63*	0	-6	93*	0.1	-1
27	CCC(C)NC(=O)c1cc2cc3ccc(OC)cc3nc2s1 (centres undefined)
 : -14	1.2	-3	9	10	3	76*	0.2	-17
28	CCOC(=O)C1C(=O)CC(C)(O)C(C(=O)OCC)C1c1ccc(N(CC)CC)cc1 (centres undefined)
 : -16	1.5	/	/	20	2	/	/	-16
29	COc1cccc(N(CC(=O)N2CCN(c3ccccc3OC)CC2)S(C)(=O)=O)c1
 : 5	0.0012	8	9	-3	-2	2	1	-8
30	COc1cccc(-n2nnnc2SCC(=O)NCc2ccco2)c1
 : -5	-0.077	11	6	3	-1	13	0.9	13
31	O=C(CSc1nnc(-c2ccc(OC(F)F)cc2)o1)NCc1cccs1
 : 5	-0.12	-14	19	-6	-5	64*	0.4	7
32	O=C(Oc1c(Cl)cc(Cl)c2cccnc12)c1cccs1
 : 6	-0.2	/	/	-3	-1	/	/	-23
33	COc1ccc2c(c1OC)C(=O)OC2c1c(O)nc(SC)n(-c2ccccc2)c1=O (centres undefined)
 : -3	-0.068	-5	6	2	-3	-16	1.2	9
34	CCCCCSc1nc2c(c(=O)[nH]c(=O)n2C)n1C(C)C
 : -6	-0.05	0	15	6	-4	1	1	-14
35	Cc1cc(O)c(C(C)C)cc1N=C1CSC(=O)N1
 : /	0.75	3	2	/	-4	3	1	10
36	CC(C)CCNC(=O)CN(C(=O)CCC(=O)Nc1ccccn1)c1ccc2c(c1)OCCO2
 : -12	-0.065	/	/	18	-4	/	/	2
37	COc1ccc(C2C(C(=O)N3CCCC3)CC(=O)N2c2ccc(OC)cc2)cc1 (centres undefined)
 : /	0.85	0	38*	/	/	10	0.9	/
38	COc1cccc(/C=C2/SC(=O)N(CC(=O)N3CCc4ccccc4C3)C2=O)c1OCC(=O)O
 : -5	-0.45	9	0	6	-3	3	1	5
39	CCOC(=O)C1=C(N)N(c2ccccc2)C(=O)C1
 : -2	0.51	2	-1	2	-2	-17	1.2	-9
40	COC(=O)CC1COc2ccccc2N1C(=O)c1ccc(C(C)(C)C)cc1 (centres undefined)
 : 4	-1.5	17	27	-1	-1	34	0.7	-4
41	O=C(NCCCN1CCCC1)c1ccc(CS(=O)(=O)c2ccc(Br)cc2)o1
 : -2	/	6	-7	4	-6	6	0.9	5
42	Cc1ccc2[nH]c(=O)c(C(c3nnnn3CC3CCCO3)N3CCCc4ccccc43)cc2c1 (centres undefined)
 : -2	0.84	4	-11	2	0	40	0.6	-23
43	CCCCn1c(SCC(=O)Nc2sc3c(c2C(N)=O)CCC3)nnc1-c1ccccc1
 : 0	0.64	/	/	0	-5	/	/	-11
44	CCOc1ccc(N2C(=O)c3cccnc3C2Nc2ccc(Cl)cc2)cc1 (centres undefined)
 : -1	0.62	-3	14	3	-3	46	0.5	-1
45	Cc1nn(CC(=O)Nc2nnc(CC(=O)N3CCCC3)s2)c(=O)c2ccccc12
 : 14	0.13	/	/	-14	-2	-18	1.2	1
46	CCCC(=O)N1CCN(c2ccc(NC(=O)c3ccc(OCC)c([N+](=O)[O-])c3)cc2)CC1
 : 41	/	21	2	-39	-6	2	1	3
47	Cc1ccc(-n2nc(C(=O)c3ccccc3)n3c(=O)cc(-c4ccccc4)nc23)cc1
 : -8	-0.0045	5	11	8	-2	-7	1.1	0
48	Cc1ccc(OCC(=O)Nc2cccc(-c3nnc(-c4ccccc4)o3)c2)c(C)c1
 : -7	-0.39	/	/	7	-2	/	/	-2
49	CCOc1ccc(NC2=NC(C(=O)NCc3ccccc3)CC(=O)N2)cc1 (centres undefined)
 : /	-0.39	1	0	/	/	62*	0.4	/
50	Cc1ccc(Nc2nc(CSc3nnnn3-c3ccccc3)cc(=O)[nH]2)cc1
 : -6	/	-6	1	10	-5	17	0.8	-6
51	Clc1cccc(/C=N\Nc2nccs2)c1
 : -12	0.48	2	12	13	-4	4	1	-16
52	COC(=O)C(NC(C)=O)(Nc1nc2c(s1)CCCC2)C(F)(F)F (centres undefined)
 : /	0.58	1	1	/	/	39	0.6	/
53	COc1cccc(CN(Cc2cccnc2)S(=O)(=O)c2ccc(-n3cnnn3)c(C)c2)c1
 : 13	0.77	7	-2	-13	-1	60*	0.4	-5
54	NC(=O)C1(N2CCCCC2)CCN(C2CC(=O)N(CCc3ccccc3)C2=O)CC1 (centres undefined)
 : -1	-0.2	21	9	2	0	-13	1.1	-7
55	Cc1noc(C)c1CSc1nc2sc(C)c(C)c2c(=O)n1-c1ccccc1
 : 5	-0.65	-10	4	-6	12	-3	1	-47
56	CCCCOC(=O)Cn1c(=N)n(CCN2CCOCC2)c2ccccc21
 : 1	-0.17	/	/	-2	-2	/	/	20
57	CCN(CC)C(=O)CSc1nc(O)cc(=O)n1-c1ccccc1OC
 : 1	-0.22	/	/	-2	-3	-7	1.1	6
58	Cc1cc(C)n(-c2ccc(C(=O)Nc3nc4ccccc4s3)cc2)n1
 : -13	-0.68	23	0	14	-3	24	0.8	1
59	O=C(O)CSCNC(=O)CC12CC3CC(CC(C3)C1)C2
 : /	0.41	6	0	/	-2	11	0.9	-3
60	Cc1ccccc1Oc1ncnc2oc(-c3ccccc3)cc12
 : 3	0.045	-2	20	-2	0	0	1	1
61	COC(=O)Nc1ccc(Oc2ccccc2)cc1
 : 9	0.0055	-2	4	-9	-1	78*	0.2	22
62	C/C(Sc1nnc(Cc2ccccc2)o1)=C(/O)c1ccccc1
 : 4	0.05	0	3	0	-8	61*	0.4	14
63	O=C(O)c1ccccc1Nc1ccccc1C(=O)O
 : 6	-1.2	0	9	-8	-9	-5	1	-17

A different layout for some results above.
#50 Cc1ccc(Nc2nc(CSc3nnnn3-c3ccccc3)cc(=O)[nH]2)cc1
#45 Cc1nn(CC(=O)Nc2nnc(CC(=O)N3CCCC3)s2)c(=O)c2ccccc12

assay / entry	50	45
sEH inhibitor	-6	14
DAT uptake mod	/	0.13
PostGolgi yeast	-6	/
PostGolgi ctrl	1	/
sEH activator	10	-14
S1P2 agonist	-5	-2
CYP2C19 inh	17	-18
CYP2C19 activ	0.8	1.2
S1P2 antag	-6	1

No enrichment for hits. About 24% of those tested had a hit in this group.
